High-throughput results from PubChem.
TMEM16A act: TMEM16A chloride channel activators or potentiators, primary screen, cell-based, HTS | 340,000 tested, 0.3% active | AID 623877, 2012 | B-score at 10 µM | Anoctamin-1 (Mus musculus), Q8BHY3 | HEK293 TMEM16A/YFP-H148Q/I152L, iodide quench fluorescence; active compounds read low;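 active means fluorescence-ratio B-score plate-corrected deviation score at least 3 library SD below zero, with starting fluorescence score within 5 deviations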;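 further: channel opened by trigger with iodide after compound preincubation; score built on the fluorescence ratio of max minus min over baseline; more negative score means more quench and so TMEM16A activation or potentiation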
TRPC6 act: mouse TRPC6 channel activators, primary screen, cell-based, HEK293, membrane potential dye; Short transient receptor potential channel 6 (Mus musculus), Q61143; HEK293-TRPC6 membrane potential dye fluorescence; active compounds read high; B-score at 10 µM; 310,000 tested, 0.13% active;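 active means B-score of the integrated fluorescence ratio above library mean plus 3 SD, and starting fluorescence ratio within library mean plus 5 SD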;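 further: higher score means more depolarization so channel activation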
TRPC6 inhibitor: mouse TRPC6 channel inhibitors, primary screen, cell-based, HEK293, membrane potential dye. B-score at 10 µM. ACh-evoked depolarization; active compounds read low. 310,000 tested, 1.1% active. Short transient receptor potential channel 6 (Mus musculus), Q61143;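 active means B-score under library mean minus 3 SD, initial fluorescence not abnormally high, positive integrated signal ratio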;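 further: B-score derived from integrated fluorescence ratio over the kinetic read; more negative B-score means stronger inhibition of depolarization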
SKKanGAS inh: S. pyogenes SKKanGAS growth inhibitors in kanamycin, primary screen, streptokinase expression inhibitor project, SKKanGAS strain, BacTiter-Glo luminescence | 6 h | inhibition, % at 7.5 µM | 300,000 tested, 1.3% active;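 active means mean replicate score, as percent of positive control median, at least 50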;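 further: strain carries kanamycin resistance gene driven by streptokinase promoter and grows in 40 µg/ml kanamycin; loss of luminescence reflects streptokinase promoter inhibition or plain growth inhibition; 0% = median of DMSO wells and 100% = positive control at its reference dose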
MrgX1 agonist: agonists of human MrgX1 receptor, primary screen, HEK293 cells, Fluo-4 calcium flux | Mas-related G-protein coupled receptor member X1 (Homo sapiens), Q96LB2 | Fluo-4 calcium fluorescence, agonist mode; active compounds read high | B-score at 10 µM | 310,000 tested, 0.44% active | AID 588627, 2011;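 active means calcium response B-score plate-corrected fluorescence ratio at least 3 library SD, with starting fluorescence B-score inside 5 SD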
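Assay system: stable human MrgX1 HEK293 cell line. Quantity: 15,000 cells per well. Schedule: cells plated overnight, dye loaded 0.5 h 37 °C, 0.5 h room temperature. Detection: Fluo-4 NW calcium-flux fluorescence, kinetic read. Read-out basis: peak-minus-minimum fluorescence over baseline, converted to B scores. Control set: positive and negative control wells on each plate.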
ANO1 block: TMEM16A chloride channel inhibitors, primary screen, cell-based, HTS; HEK293 TMEM16A/YFP iodide influx fluorescence, ionomycin; normalized B-score (activity score, 25-100; higher = stronger inhibition) at 10 µM; 310,000 tested, 1.2% active;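 active means ratio plate-corrected score three or more library SD toward inhibition, starting fluorescence score within five deviations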;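 further: score derived from kinetic fluorescence span divided by baseline fluorescence per well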
TRPC4 potent: positive allosteric modulators of TRPC4, primary screen, cell-based, mouse TRPC4beta, HEK293 mu-opioid, Fluo-4 calcium. AID 2227, 2009. B-score at 10 µM. Short transient receptor potential channel 4 (Mus musculus), Q9QUQ5. 310,000 tested, 0.42% active. DAMGO EC20, Fluo-4 Ca2+ flux; active compounds read high;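 active means B-score of calcium response area above 5 SD of library B-scores, with initial fluorescence ratio within 5 SD of library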;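 further: B-score of integrated fluorescence ratio over time as area under calcium response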
Target sequence (Q9QUQ5 whole entry, looked up): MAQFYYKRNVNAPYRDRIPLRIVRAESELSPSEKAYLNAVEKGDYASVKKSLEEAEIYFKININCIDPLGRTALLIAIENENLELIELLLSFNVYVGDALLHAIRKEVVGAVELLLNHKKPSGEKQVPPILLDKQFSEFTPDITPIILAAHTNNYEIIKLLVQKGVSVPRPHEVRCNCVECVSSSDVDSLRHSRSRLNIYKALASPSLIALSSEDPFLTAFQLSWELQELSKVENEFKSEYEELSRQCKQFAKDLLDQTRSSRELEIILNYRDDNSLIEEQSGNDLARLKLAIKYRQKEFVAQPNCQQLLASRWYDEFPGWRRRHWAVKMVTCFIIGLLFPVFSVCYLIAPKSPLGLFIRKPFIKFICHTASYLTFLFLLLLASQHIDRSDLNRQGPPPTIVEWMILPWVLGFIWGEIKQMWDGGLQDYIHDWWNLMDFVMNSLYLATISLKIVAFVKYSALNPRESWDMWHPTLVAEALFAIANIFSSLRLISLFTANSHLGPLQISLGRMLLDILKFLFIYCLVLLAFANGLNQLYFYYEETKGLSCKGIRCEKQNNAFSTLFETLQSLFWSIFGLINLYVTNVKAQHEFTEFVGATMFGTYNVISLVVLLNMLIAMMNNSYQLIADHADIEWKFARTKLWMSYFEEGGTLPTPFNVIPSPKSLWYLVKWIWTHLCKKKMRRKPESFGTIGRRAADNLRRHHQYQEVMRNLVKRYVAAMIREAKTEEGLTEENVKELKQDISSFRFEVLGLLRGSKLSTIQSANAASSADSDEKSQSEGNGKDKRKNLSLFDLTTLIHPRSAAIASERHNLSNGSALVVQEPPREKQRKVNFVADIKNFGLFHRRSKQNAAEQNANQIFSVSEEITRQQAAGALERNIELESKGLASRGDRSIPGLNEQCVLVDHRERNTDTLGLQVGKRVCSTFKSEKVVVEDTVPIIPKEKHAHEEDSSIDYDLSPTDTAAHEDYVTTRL
MrgX1 PAM: positive allosteric modulators of MrgX1, primary screen, HEK293 cells, Fluo-4 calcium flux; Mas-related G-protein coupled receptor member X1 (Homo sapiens), Q96LB2; FDSS; active compounds read high; B-score at 10 µM; 310,000 tested, 0.63% active; AID 588675, 2011;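 active means plate-corrected calcium response at least 3 library SD above typical, normal starting fluorescence, not activating the receptor alone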;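 further: compound read alongside a low EC10 to EC30 dose of BAM8-22 agonist; peak minus trough fluorescence over baseline measured at the second addition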
TRPC4 agonist: activators of mouse TRPC4 channel, primary screen, Fluo4 calcium, HEK293 TRPC4beta/mu-opioid cells; Fluo4 calcium fluorescence; active compounds read high; B-score at 10 µM; AID 2237, 2010; 310,000 tested, 0.49% active; Short transient receptor potential channel 4 (Mus musculus), Q9QUQ5;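 active means B-score above 5 SD of library B-scores, and initial fluorescence ratio not above library mean plus 5 SD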;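 further: positive B-score marks a calcium rise read as TRPC4 activation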
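system = HEK293 cells stably co-expressing mouse TRPC4beta and mu-opioid receptor | schedule = Fluo4 dye loading 45 min at room temperature, 110 s recording | measure = B-scored integrated calcium fluorescence ratio | signal = Fluo4 calcium-sensitive dye fluorescence, kinetic, 1 Hz baseline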
MrgX1 antag: antagonists of human MrgX1 receptor, primary screen, HEK293 cells, Fluo-4 calcium flux; Mas-related G-protein coupled receptor member X1 (Homo sapiens), Q96LB2; BAM8-22 antagonism; active compounds read low; B-score at 10 µM; 310,000 tested, 1.3% active; AID 588676, 2011;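 active means calcium-response B-score plate-corrected more than 3 library SD below zero, starting fluorescence within 5 deviations, no agonist response on first addition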;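 further: peak minus trough fluorescence over baseline after final BAM8-22 challenge near maximal dose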
TRPC4 inh: inhibitors of mouse TRPC4 channel, primary screen, Fluo4 calcium, HEK293 TRPC4beta/mu-opioid cells; Short transient receptor potential channel 4 (Mus musculus), Q9QUQ5; DAMGO-evoked Fluo4 calcium flux; active compounds read low; B-score at 10 µM; 300,000 tested, 0.39% active;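 active means B-score over 3 SD under the library average, no early fluorescence shift, positive overall ratio signal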
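System: stable TRPC4beta/mu-opioid receptor HEK293 cells; Dosing: single-point compound dosing; Measured by: Fluo4 Ca2+ flux fluorescence; Read-out basis: per-well B score of integrated baseline-normalized Fluo4 ratio.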
The depositor's hits bear a star; i = inactive; nt = no result given.

SMILES | TMEM16A act | TRPC6 act | TRPC6 inhibitor | SKKanGAS inh | MrgX1 agonist | ANO1 block | TRPC4 potent | MrgX1 PAM | TRPC4 agonist | MrgX1 antag | TRPC4 inh
CC1CCN(S(=O)(=O)c2nnc(NC(=O)c3cccc([N+](=O)[O-])c3)s2)CC1 | i | i | i | 6 | i | i | i | i | i | i | i
O=S1(=O)NC(=NCCc2ccccn2)c2ccccc21 | i | i | i | 3 | i | i | i | i | i | i | i
COc1ccc(Nc2cc(C)nc(N3CCN(C(=O)c4ccc5c(c4)OCO5)CC3)n2)cc1 | i | i | i | 11 | i | i | i | i | i | i | i
COc1ccc(CCNCC(=O)Nc2ccc(OC(F)(F)F)cc2)cc1OC | i | i | i | 3 | i | i | i | i | i | i | i
O=C1Nc2ccccc2C1(O)c1ccccc1 (stereo not given) | i | i | i | 4 | i | i | i | i | i | i | i
NC(=O)c1ccccc1OCC(=O)c1ccc(Cl)cc1 | i | i | i | -6 | i | i | i | i | i | i | i
Cc1ccc(C(=O)COC(=O)c2cnccn2)cc1 | i | i | i | 10 | i | i | i | i | i | i | i
CCOC(=O)C1(CCOc2ccccc2)CCN(Cc2ccc3c(c2)OCCO3)CC1 | i | i | i | -1 | i | i | i | i | 61* | i | i
NS(=O)(=O)c1ccc(CNC(=O)/C=C/c2ccco2)cc1 | i | i | i | 1 | i | i | i | i | i | i | i
Cc1ccc(NC(=S)N2CCCCC2)cc1C | i | i | i | 21 | i | i | i | i | i | i | i
CCOC(=O)CSc1nc2ccccc2n1CC(=O)N1CCN(c2ccccc2)CC1 | i | nt | nt | nt | i | i | nt | i | nt | i | nt
O=C(Nc1ccc(S(=O)(=O)N2CCCC2)cc1)c1ccc(CN2CCc3ccccc3C2)cc1 | i | i | i | 12 | i | i | i | i | i | i | i
O=C(COc1ccccc1F)N1c2ccccc2CCc2ccccc21 | i | i | i | 10 | i | i | i | i | i | i | i
O=C(Nc1ccccc1)N1CCC(C(=O)N2CCN(S(=O)(=O)c3cccc(F)c3)CC2)CC1 | i | i | i | 0 | i | i | i | i | i | i | i
OCCN(CC(O)COc1ccccc1)CC(O)Cn1ccc2ccccc21 (stereo not given) | i | i | i | -3 | i | i | i | i | i | i | i
COc1cccc(-c2nc(NCc3cccnc3)c3ccccc3n2)c1O | i | i | i | -1 | i | i | i | i | i | i | i
CCc1ccc(-n2nnnc2SCC(=O)NNC(=O)c2ccco2)cc1 | i | i | i | 1 | i | i | i | i | i | i | i
COc1ccc2c(c1)S(=O)(=O)c1ccccc1N2 | i | i | i | -15 | i | i | i | i | i | i | i
Cn1c(/C=C/c2ccc(Cl)cc2Cl)c([N+](=O)[O-])c(=O)n(C)c1=O | i | i | i | 2 | i | i | i | i | i | i | i
Cc1ccc(C)c(Nc2nc(-c3cccnc3)cs2)c1 | i | i | i | -12 | i | i | i | i | i | i | i
Cc1ccc2[nH]c(=O)c(CN(C)S(=O)(=O)c3cccc4nonc34)cc2c1 | i | i | i | -3 | i | i | i | i | i | i | i
CCOC(=O)c1[nH]c2c(c1C)C(=O)CC(c1ccc(OCC)c(OC)c1)C2 (stereo not given) | i | i | i | 4 | i | i | i | i | i | i | i
CCOc1ncnc2c1[nH]c1ccccc12 | i | i | i | 4 | i | i | i | i | i | i | i
O=C(COc1ccc(F)cc1)Nc1nc(-c2ccccn2)cs1 | i | i | i | 69* | i | i | i | i | i | i | i
CC(=O)c1ccc(N2CCN(S(=O)(=O)c3cc(-c4cc(C)no4)ccc3C(C)C)CC2)cc1 | i | i | i | 3 | i | i | i | i | i | i | i

(listing goes on)
SMILES | TMEM16A act | TRPC6 act | TRPC6 inhibitor | SKKanGAS inh | MrgX1 agonist | ANO1 block | TRPC4 potent | MrgX1 PAM | TRPC4 agonist | MrgX1 antag | TRPC4 inh
O=C(Nc1ccc2c(c1)CCC2)c1cc2ccccc2o1 | -5.7* | i | i | -7 | i | i | i | i | i | i | i
O=C(N/N=C/C(Br)=C/c1ccccc1)C(O)c1ccccc1 (stereo not given) | i | i | i | -14 | i | i | i | i | i | i | i
O=C(Cc1ccc(Cl)c(Cl)c1)Nc1cccc2ncccc12 | i | i | i | 13 | i | i | i | i | i | i | i
CN(C)c1cc[n+](CC(=O)Nc2c(Cl)cc(Cl)cc2Cl)cc1 | i | i | i | 3 | i | i | i | i | i | i | i
CCN(CC(=O)Nc1cc(Cl)ccc1C)C(=O)CN1C(=O)NC(CC)(c2ccccc2)C1=O (stereo not given) | i | i | i | 1 | i | i | i | i | i | i | i
CCCn1c(N)c(N(CCOC)C(=O)c2ccc(N(C)S(=O)(=O)c3ccc(C)cc3)cc2)c(=O)[nH]c1=O | i | i | i | 14 | i | i | i | i | i | i | i
O=C(COC(=O)/C=C/c1cccc(C(F)(F)F)c1)NCc1ccc(F)cc1 | i | i | i | -7 | i | i | i | i | i | i | i
CC1CCCC(C)N1C(=O)c1cc(-c2ccc3c(c2)OCO3)on1 (stereo not given) | i | i | i | 6 | i | i | i | 11* | i | i | i
COc1ccccc1CNC(=O)CSc1cc(=O)n(C)c2ccccc12 | i | i | i | -4 | i | i | i | i | i | i | i
O=C(CNS(=O)(=O)c1ccc(Br)s1)NC1CCCc2ccccc21 (stereo not given) | i | i | i | 7 | i | i | i | i | i | i | i
Cn1c(SCC(=O)Nc2cccc(S(=O)(=O)NC3=NCCCCC3)c2)nnc1-c1ccncc1 | i | i | i | -12 | i | i | i | i | i | i | i
COc1cc(OC)cc(C(=O)NNC(=O)CCC(=O)c2cccs2)c1 | i | i | i | -6 | i | i | i | i | i | i | i
N=c1c2c3c(sc2ncn1Cc1ccco1)CCCCC3 | i | i | i | 21 | i | i | i | i | i | i | i
C=CCNC(=O)C1CC(c2cccc(OC)c2)=NO1 (stereo not given) | i | i | i | 3 | i | i | i | i | i | i | i
COc1cnc(SCc2ccc(Cl)c(Cl)c2)nc1Cl | i | i | i | 3 | i | i | i | i | i | i | i
O=C(N[C@@H](Cc1ccccc1)C(=O)O)c1cccs1 | i | i | i | 6 | i | i | i | i | i | i | i
S=C(NCC1CCCO1)N1CCN(c2ccc(Cl)c(Cl)c2)CC1 (stereo not given) | i | i | i | -1 | i | 100* | i | i | i | i | i
CCn1c2c(c(C)cc1=O)C(=O)CC(C)(C)C2 | i | i | i | 1 | i | i | i | i | i | i | i
O=C(NC(=S)Nc1ccccc1Br)c1ccco1 | i | i | i | -12 | i | i | i | i | i | i | i
O=C(COC(=O)/C=C/c1ccc(Cl)cc1)NCCC1=CCCCC1 | i | i | i | -7 | i | i | i | i | i | i | i
Cc1cccc(OCC(=O)NCC(=O)N=Nc2c(O)[nH]c3ccc([N+](=O)[O-])cc23)c1 | i | i | i | 8 | i | i | i | i | i | i | i
CC(C(=O)O)N1C(=O)/C(=C/c2cccn2C)SC1=S (stereo not given) | i | nt | nt | nt | i | i | nt | i | nt | i | nt
COc1cccc(CNC(=O)c2cccnc2Sc2ccccc2)c1 | i | i | i | -2 | i | i | i | i | i | i | i
CC(=O)c1cccc(NC(=O)CN(C2CCCCC2)S(C)(=O)=O)c1 | i | i | i | -5 | i | i | i | i | i | i | i
COc1cccc(/C=C2\SC(=O)N(CCC(=O)NCCCn3ccnc3)C2=O)c1 | i | i | i | -1 | i | i | i | i | i | i | i

New compounds follow
SMILES | TMEM16A act | TRPC6 act | TRPC6 inhibitor | SKKanGAS inh | MrgX1 agonist | ANO1 block | TRPC4 potent | MrgX1 PAM | TRPC4 agonist | MrgX1 antag | TRPC4 inh
COc1ccc(S(=O)(=O)NCc2ccc(C(=O)NCCCN3CCCC(C)C3)cc2)cc1 (stereo not given) | i | i | i | 0 | i | i | i | i | i | i | i
C=CC[N+](C)(C)C/C(Cl)=C(\Cl)c1ccccc1 | i | i | i | 0 | i | i | i | i | i | i | i
Cc1ccccc1Nc1c([N+](=O)[O-])ccc2c1=NC1(CCCCC1)N=2 | i | i | i | 5 | i | i | i | i | i | i | i
CC1OC(Nc2cccc3ccccc23)C(O)C(O)C1O (stereo not given) | i | i | i | 16 | i | i | i | i | i | i | i
Cc1ccc(C(=O)O/N=C2\CCS(=O)(=O)c3sccc32)cc1 | i | i | i | 3 | i | i | i | i | i | i | i
COc1ccc(C(=O)Nc2ccc(NC(=O)Cc3ccccc3)cn2)cc1 | i | i | i | -3 | i | i | i | i | i | i | i
CCN1C(=O)/C(=C\N(C)C)NC1=S | i | i | i | 0 | i | i | i | i | i | i | i
CC(CN)(NS(=O)(=O)c1ccccc1)c1ccccc1 (stereo not given) | i | i | i | 13 | i | i | i | i | i | i | i
COc1ccccc1CNC(=S)Nc1ccc(F)cc1 | i | i | i | 0 | i | i | i | i | i | i | i
CCn1cc([N+](=O)[O-])c(C(=O)N2CCN(C(=O)c3ccco3)CC2)n1 | i | i | i | -10 | i | i | i | i | i | i | i
O=C1c2cccc3c2N(CCC3)C(=O)C1(F)c1ccccc1 (stereo not given) | i | i | i | -5 | i | i | i | i | i | i | i
Cc1nnc(SCC(=O)Nc2nsc(-c3ccc(C(C)(C)C)cc3)n2)s1 | i | i | i | -6 | i | i | i | i | i | i | i
COc1ccccc1C(=O)Nc1ccc2c(c1)nc1n2CCN(Cc2ccccc2)C1 | i | i | i | 6 | i | i | i | i | i | i | i
O=C(Nc1ccc(Cl)cc1Cl)C1CCC(=O)N1Cc1ccccc1Cl (stereo not given) | i | i | i | -3 | i | i | i | i | i | i | i
